# Source: PubChem BioAssay (several laboratories)
# KKLEB cytotox: cytotoxicity in KKLEB CF airway cells, primary screen, cytotoxicity control for CF NF-kB inhibitor project, cell-based, uHTS, fluorescence assay plates | actives 0.36% (n = 360,000) | KKLEB CF airway cells viability, ATPlite luminescence, overnight; hits give low values; cells stimulated with P. aeruginosa culture filtrate | AID 602141, 2011 | activity change (cytotoxicity), % at 5 µM;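 active = corrected activity change at or below -50% at 5 µM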
# CF NFkB inh: inhibitors of PAF-induced NF-kB signaling, primary screen, cell-based, GFP fluorescence, uHTS. inhibition, % at 5 µM. actives 0.86% (n = 360,000). KKLEB NF-kB-GFP reporter, GFP fluorescence overnight. AID 588850, 2011;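 active = at least 50% inhibition at 5 µM, scaled per plate between neutral and stimulator controls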;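 also: PAF is a Pseudomonas aeruginosa culture filtrate used as stimulus; plate controls were PAF-stimulated DMSO wells for no effect and unstimulated DMSO wells for full effect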
# Shn3 3UTR inh: reduction of Shn3 3'UTR firefly luciferase signal, primary screen, Schnurri-3 inhibitor project, cell-based, Clone20 osteoblasts, set 2 | Clone20 osteoblast Shn3 3'UTR firefly luciferase, 24 h | inhibition, % at 12.5 µM | actives 0.52% (n = 360,000) | AID 588674, 2011;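 active = mean inhibition of at least 75% with every replicate also reaching 75%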;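 also: 0% = median of neutral control wells and 100% = pilot-screen positive control compound; some compounds past the cut are filed as inactive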
# aDG glyco act: activators of alpha-DG glycosylation, primary screen, uHTS, Pro5-aDG cells, AlphaScreen. alpha-DG glycosylation AlphaScreen (IIH6); 0% Pro5, 100% B10-LARGE cell signal. activation, % at 10 µM. actives 0.22% (n = 360,000). AID 624168, 2012;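 active = activation of at least 8% versus controls, or a plate z-score of at least 8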;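 also: Pro5 are CHO cells carrying HIG-tagged alpha-DG that lacks glycosylation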
# NR2E3 ag-1: inhibitors of NR2E3-RetCOR corepressor binding, primary screen, NR2E3 agonist project, biochemical, TR-FRET, GST-NR2E3, biotin-RetCOR; 1536-well; inhibition of corepressor binding, % at 4.78 µM; actives 0.12% (n = 320,000); AID 2300, 2010;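 active = percent inhibition above the cutoff of mean plus 3 SD of all tested compounds, set per screening campaign, cut at about 20% in these data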;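 also: 0% = DMSO wells and 100% = biotin wells as full block of FRET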
# Target sequence (Q9Y5X4 whole entry, looked up): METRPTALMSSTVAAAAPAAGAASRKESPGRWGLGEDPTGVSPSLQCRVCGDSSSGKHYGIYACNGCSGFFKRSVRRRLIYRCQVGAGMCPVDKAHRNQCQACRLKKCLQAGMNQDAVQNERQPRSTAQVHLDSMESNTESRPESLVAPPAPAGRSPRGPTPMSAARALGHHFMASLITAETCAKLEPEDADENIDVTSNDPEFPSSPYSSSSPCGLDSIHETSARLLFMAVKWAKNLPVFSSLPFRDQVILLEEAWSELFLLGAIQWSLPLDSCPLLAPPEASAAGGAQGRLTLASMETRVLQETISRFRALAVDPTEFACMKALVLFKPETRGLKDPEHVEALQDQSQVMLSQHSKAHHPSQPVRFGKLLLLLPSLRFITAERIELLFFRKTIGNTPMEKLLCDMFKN
#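 Material: NR2E3–RetCOR corepressor complex / Amount: 1.35 nM GST-NR2E3 / Medium: Tris pH 7.5 / Compound: single nominal compound dose of 4.8 µM / Incubation: 5 h at 4 °C / Technique: TR-FRET, Eu(K)-anti-GST donor, streptavidin-D2 acceptor, ex 340, em 617/671 nm / Read-out basis: percent loss of FRET ratio relative to control wells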
# NR2E3 ag-2: NR2E3 agonists in two-hybrid cells, primary screen, cell-based, luminescence, CHO-S, Gal4-NCOR/VP16-NR2E3 | Photoreceptor-specific nuclear receptor (Homo sapiens), Q9Y5X4 | AID 602229, 2012 | actives 0.35% (n = 360,000) | luciferase | inhibition of corepressor binding, % at 3.98 µM;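 active = inhibition above the mean of all tested compounds plus 3 SD, cut at about 70% in these data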;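 also: 0% = DMSO with NR2E3 transfected cells and 100% = cells lacking NR2E3 construct; higher means lower luciferase signal from less NR2E3 corepressor binding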
# Peg3 promoter: Peg3 promoter-driven luciferase inhibitors, primary screen, cell-based, HeLa, luciferase luminescence; HeLa PEG-Prom luciferase reporter, overnight; actives 1.7% (n = 360,000); inhibition, % at 20 µM;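 active = inhibition of at least 50% at 20 µM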
# iPSC survival up: enhancers of single-cell hiPSC survival, primary screen, ATPlite luminescence | 100% = ROCK inhibitor wells, 0% = DMSO | survival enhancement, % at 20 µM | actives 0.044% (n = 360,000); in the data active = survival enhancement above about 18%;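 also: cells exposed to compounds for 16 hours before the ATP read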
# TRPM1 prom inh: inhibitors of MITF-dependent TRPM1 promoter reporter, primary screen, cell-based, SK-MEL-5, single point, luciferase. SK-MEL-5 TRPM1 promoter luciferase, 24 h. inhibition, % at 12.5 µM. actives 0.83% (n = 330,000). AID 488899, 2010;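 active = mean inhibition across replicates of 60% or more, whatever share of single replicates reaches that level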; also: values of inactives mirror those of a sister screen read the other way
# TWEAK Fn14 block: inhibitors of TWEAK-Fn14 signaling, primary screen, luciferase reporter cells, uHTS; inhibition, % at 10 µM; actives 2% (n = 360,000); AID 1159606, 2016; TWEAK-stimulated Fn14 reporter cells, luciferase luminescence, 8 h; in the data active = inhibition above about 50%
# HIF-2a block: HIF-2a reporter inhibitors, primary screen, luminescence, 786-0 RCC cells; 786-0 RCC cells HIF-2a reporter, luciferase luminescence, overnight; inhibition, % at 18.8 µM; actives 0.72% (n = 360,000);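 active = inhibition of the luminescence signal of 40% or more relative to plate controls, in a single-dose primary screen at 18.75 µM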
# Starred values were filed as active, the others as inactive; / = no result given.
SMILES,KKLEB cytotox,CF NFkB inh,Shn3 3UTR inh,aDG glyco act,NR2E3 ag-1,NR2E3 ag-2,Peg3 promoter,iPSC survival up,TRPM1 prom inh,TWEAK Fn14 block,HIF-2a block
O=C(c1ccc(Cn2c(=O)[nH]c3ccccc3c2=O)cc1)N1CCN(c2ccc(Cl)cc2)CC1,-5,18,44,0.7,-3,24,30,-1.2,12,25,20
CCOC(=O)N1CCC(NC(=O)c2oc3c(c2C)-c2[nH]ncc2CC3)CC1,-1,9,32,0.1,1,12,8,-0.3,10,-9,18
O=C(Nc1ccc(C(=O)O)cc1)/C(=C\c1ccc(F)cc1)NC(=O)c1ccco1,-14,23,14,0.0,2,11,5,-0.5,-2,1,9
CC(=O)c1ccc(S(=O)(=O)N2CCC3(CC2)OCCO3)cc1,-7,11,11,0.0,2,-15,9,-0.2,9,-7,1
CCC(=O)c1ccc(OCC(=O)N(CC)CC2COc3ccccc3O2)cc1 (centres undefined),-1,-21,3,-0.2,/,1,19,-0.4,-3,-7,7
O=C(NC(=S)NC12CC3CC(CC(C3)C1)C2)c1ccc(F)cc1,-4,-22,-52,-0.2,/,6,-348,-0.3,/,-40,-234
O=C(CN1C(=O)c2ccc([N+](=O)[O-])cc2C1=O)NCCC1=CCCCC1,3,13,1,0.4,2,-14,1,0.1,10,6,-2
CN(C)c1ccc(NC(=O)CCCCCn2nnc3ccccc3c2=O)cc1,-27,-4,-2,0.1,-3,-37,-1,0.2,10,8,-10
O=C(CCn1c(=S)[nH]c2ccccc2c1=O)NCCSCc1ccccc1,-7,-11,-12,0.1,0,10,-2,-0.6,2,-11,11
CC(Sc1cccc[n+]1[O-])C(=O)Nc1cc(Cl)c(Cl)cc1Cl (centres undefined),14,-31,-2,0.8,/,30,-4,7.7,-14,-5,-9
CCn1nnnc1SCC(=O)NC1Cc2ccccc2C1,9,-6,-4,0.0,-3,-3,4,0.2,-1,-6,5
Cc1cccc(C(=O)NC2CC(C)(C)NC(C)(C)C2)c1,8,0,9,-0.5,0,-14,5,-0.5,-10,-7,-2
Cc1nn(-c2ccccc2)c(C)c1/C=N/NC(=O)c1cc(-c2cccs2)[nH]n1,-24,48,13,-0.5,3,-4,9,-2.6,25,35,-18
O=S(=O)(c1cccc(C(F)(F)F)c1)N1CCN(c2cnccn2)CC1,0,11,10,0.0,2,-13,13,0.0,3,5,24
C/C(=N\NC(=S)Nc1cccc(C)c1)c1cc2ccccc2o1,11,-28,-11,-0.2,-2,28,-69,-2.5,10,-23,-129
O=C(Cn1ncc2ccccc21)N1CCc2ccccc21,-6,2,0,0.0,-2,-6,1,1.5,5,-8,2
COc1cc2c(cc1NC(=O)C(C)Sc1ccc(C)cc1)oc1ccccc12 (centres undefined),3,6,14,0.6,-2,-25,1,3.4,-5,28,-30
Cc1ccc(-n2ncc3c2CCCC3NC(=O)CCC2=NNC(=O)CC2)cc1C (centres undefined),6,-17,-15,0.1,6,-33,0,-0.4,-3,17,10
O=c1oc2ccccc2c(Nc2ccc3ccccc3c2)c1[N+](=O)[O-],-12,18,13,-0.1,-2,-100,-19,-0.4,15,31,-108
CCOc1ccc(/C=N/NC(=O)C(O)c2ccccc2)c(O)c1 (centres undefined),2,-9,31,0.2,4,-25,15,-0.3,10,-22,-17
Cc1cc(C)n2c(SCC(=O)Nc3ccc(F)cc3F)nnc2n1,5,-1,10,0.1,3,-14,-11,-0.1,-4,9,-20
Fc1ccc(CSc2nnc(-c3ccccn3)o2)cc1,-4,0,-35,-0.1,/,-99,-174,-0.7,-51,1,-253
S=C(Nc1ccc(Cl)c(Cl)c1)N1CCN(c2ccccn2)CC1,22,-25,-3,0.1,4,-14,14,0.1,12,11,-5
O=c1[nH]c(SCc2c(Cl)cccc2Cl)nc2ccccc12,-14,21,-3,0.4,-4,-17,9,0.2,-3,6,12
Cc1cccc(CN2CCN([C@@H]3CS(=O)(=O)N[C@H]3COCc3ccccc3)CC2)c1,-5,-24,2,0.3,/,10,-10,0.0,/,19,8
CC(CN(C(N)=O)c1ccccc1O)C(=O)O (centres undefined),8,-9,3,-0.1,1,-26,13,0.7,2,12,9
Cc1ccc(C(=O)C2=C(O)C(=O)N(Cc3cccnc3)C2c2ccc(Br)cc2)o1 (centres undefined),-4,-11,7,0.0,21*,16,11,0.2,0,7,12
C#CCNC(=O)[C@H](Cc1ccc(C(=O)c2ccccc2)cc1)NC(=O)OC(C)(C)C,9,6,-11,0.4,2,3,-2,-2.3,12,-22,-27
NC(=O)Cn1cnc2c(nnn2-c2ccc(F)cc2)c1=O,2,2,-13,0.1,-2,-18,-1,-0.3,-42,8,4
COc1ccc(NC(=O)CN(C)C(=O)Cc2ccsc2)cc1,-10,18,-9,0.1,3,-14,3,0.3,6,2,1
CCCCc1nnc(NC(=O)C=C(C)C)s1,-8,8,-28,-0.1,1,-29,-21,-0.7,-17,-11,-49
Cc1cc(C)nc(SCC(=O)N/N=C/c2cccc([N+](=O)[O-])c2)n1,2,0,-2,0.1,0,-14,5,0.0,-3,-3,10
Oc1ccc2[nH]ccc2c1,10,2,-25,0.0,-2,-22,14,6.5,-8,20,11
CCOC(=O)CCn1nc(-c2ccc(Cl)cc2)cc1N,11,-6,-84,0.0,0,-59,-180,-3.4,-15,2,-222
Cc1ccc2[nH]c(C(=O)Nc3ccc(F)cc3)cc2c1,12,2,-39,0.3,6,-115,-172,-0.6,-64,1,-264
COc1ccc2c(c1OC)C(=O)N(c1ccc(O)cc1)C2,3,6,-61,0.0,4,-21,-183,-0.6,-55,33,-174
CCCCCOc1ccc(C(=O)NCCC(=O)NCCCC(=O)OCC)cc1,5,-15,-8,0.0,0,-32,7,0.2,-1,-10,19
CN1OC[C@@H]2CN(S(=O)(=O)c3ccccc3)[C@H](c3ccccc3Br)C[C@@H]21,6,-18,-4,-0.1,/,13,10,-1.8,/,10,11
CCC1Cc2[nH]c(=S)[nH]c(=O)c2C(c2ccc(F)cc2)O1 (centres undefined),10,-8,-7,-0.3,/,-14,8,4.2,/,2,11
COCCn1c(SCC(=O)Nc2ccc(Cl)c(S(=O)(=O)N(C)C)c2)nc2ccccc21,3,-1,64,0.1,-3,12,28,4.0,2,16,15

# Ordered by count of non-hydrogen atoms (smallest number first): some entries from above
SMILES,KKLEB cytotox,CF NFkB inh,Shn3 3UTR inh,aDG glyco act,NR2E3 ag-1,NR2E3 ag-2,Peg3 promoter,iPSC survival up,TRPM1 prom inh,TWEAK Fn14 block,HIF-2a block
Oc1ccc2[nH]ccc2c1,10,2,-25,0.0,-2,-22,14,6.5,-8,20,11
CCCCc1nnc(NC(=O)C=C(C)C)s1,-8,8,-28,-0.1,1,-29,-21,-0.7,-17,-11,-49
Cc1ccc2[nH]c(C(=O)Nc3ccc(F)cc3)cc2c1,12,2,-39,0.3,6,-115,-172,-0.6,-64,1,-264
CCC1Cc2[nH]c(=S)[nH]c(=O)c2C(c2ccc(F)cc2)O1 (centres undefined),10,-8,-7,-0.3,/,-14,8,4.2,/,2,11
COc1ccc(NC(=O)CN(C)C(=O)Cc2ccsc2)cc1,-10,18,-9,0.1,3,-14,3,0.3,6,2,1
Cc1cc(C)nc(SCC(=O)N/N=C/c2cccc([N+](=O)[O-])c2)n1,2,0,-2,0.1,0,-14,5,0.0,-3,-3,10
CN1OC[C@@H]2CN(S(=O)(=O)c3ccccc3)[C@H](c3ccccc3Br)C[C@@H]21,6,-18,-4,-0.1,/,13,10,-1.8,/,10,11
CCCCCOc1ccc(C(=O)NCCC(=O)NCCCC(=O)OCC)cc1,5,-15,-8,0.0,0,-32,7,0.2,-1,-10,19
Cc1ccc(C(=O)C2=C(O)C(=O)N(Cc3cccnc3)C2c2ccc(Br)cc2)o1 (centres undefined),-4,-11,7,0.0,21*,16,11,0.2,0,7,12
C#CCNC(=O)[C@H](Cc1ccc(C(=O)c2ccccc2)cc1)NC(=O)OC(C)(C)C,9,6,-11,0.4,2,3,-2,-2.3,12,-22,-27
COCCn1c(SCC(=O)Nc2ccc(Cl)c(S(=O)(=O)N(C)C)c2)nc2ccccc21,3,-1,64,0.1,-3,12,28,4.0,2,16,15

# The list goes on:
SMILES,KKLEB cytotox,CF NFkB inh,Shn3 3UTR inh,aDG glyco act,NR2E3 ag-1,NR2E3 ag-2,Peg3 promoter,iPSC survival up,TRPM1 prom inh,TWEAK Fn14 block,HIF-2a block
CC(C)(C)OC(=O)N[C@@H](COCc1ccccc1)C(=O)N[C@@H](CO)[C@H](O)[C@@H]1C[C@@H]1C(=O)NC1CCCCC1,4,-8,-12,0.7,1,-13,-9,0.7,-8,6,-6
Cc1ccc2cc3cc(C(=O)N4CCN(C(=O)c5ccco5)CC4)sc3nc2c1,5,1,-23,1.1,-1,-43,-69,0.0,-13,-31,-60
CC(=O)Nc1ccc(N2CCN(Cc3ccccc3F)CC2)cc1,13,-6,-8,-0.2,-5,30,9,1.8,-4,7,16
O=C(O)C(=Cc1cc2c(cc1[N+](=O)[O-])OCO2)c1cc2c(cc1Br)OCO2,11,-15,-20,-0.3,/,-14,-5,2.2,-1,-18,0
N#Cc1ccc(C(=O)OCc2cccc(S(=O)(=O)N3CCOCC3)c2)cc1,2,-28,-5,-0.1,/,-16,6,-0.4,8,-5,9
CC(C)COC(=O)N1CCCCC1c1cc(C(=O)NCc2ccccc2)no1 (centres undefined),-5,14,24,0.1,/,-2,8,0.4,/,-4,8
C/C(=N\NC(=O)c1cccc(S(=O)(=O)N2CCCC2)c1)c1ccc(F)cc1,-8,-6,-38,0.1,1,17,-4,-0.4,-7,-6,0
COc1ccc(N=C2S/C(=C\c3cc(C)n(C)c3C)C(=O)N2CC(C)C)cc1,-2,2,-1,1.4,-4,-48,20,14,1,-30,7
